# High-throughput results (PubChem)
# AmpC inh detg – blocks E. coli AmpC beta-lactamase in detergent assay | P00811 | Potency, µM (doses to about 114 µM), for inactives: at the top dose activity change, negative = inhibition, usual class: inhibitors | AmpC hydrolysis of nitrocefin, absorbance 480 nm, 0.01% Triton | actives 0.041% (n = 370,000) | AID 485294;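 note: potency is the fitted concentration of half-maximal effect; 0% = no-compound wells and -100% = no-enzyme wells; nearly all actives have a fitted effect of over 25% in size; some results filed as inactive show a strong effect at the top dose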
# Target sequence (P00811 whole entry, looked up): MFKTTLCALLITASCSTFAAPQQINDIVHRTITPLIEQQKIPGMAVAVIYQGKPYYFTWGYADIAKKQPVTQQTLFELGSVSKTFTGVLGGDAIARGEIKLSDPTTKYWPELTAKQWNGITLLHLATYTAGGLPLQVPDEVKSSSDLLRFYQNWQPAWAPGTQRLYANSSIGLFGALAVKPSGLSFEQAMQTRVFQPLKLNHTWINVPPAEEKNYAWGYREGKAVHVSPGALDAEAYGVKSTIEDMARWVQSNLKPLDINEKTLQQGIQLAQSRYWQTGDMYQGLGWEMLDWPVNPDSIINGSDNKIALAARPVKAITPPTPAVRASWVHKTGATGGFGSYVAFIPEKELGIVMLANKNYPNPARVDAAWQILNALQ
#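 AmpC (5.3 nM in the dispensed reagent) in 20 mM phosphate pH 7.0 with 0.01% (detergent screen) or 0.0001% Triton X-100 was preincubated with compounds for 15 min at room temperature. Nitrocefin was then added from an 800 uM solution, and hydrolysis was followed at 480 nm.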
# Shiga inhibitor – inhibitors of Shiga toxin in Vero cells; Vero cells, Shiga toxin protein synthesis inhibition reporter; inhibition, % at 38.7 µM; actives 9.2% (n = 290,000); in the data active = inhibition mostly above about 28%, no sharp cut-off; inactive = mostly below about 43%; note: 0% is about no effect
# AMA1-RON2 inh – disrupts binding of P. falciparum AMA1 to RON2; AlphaScreen AMA1-biotinylated RON2 peptide binding; Potency, µM (top dose mostly 58.2 µM), for inactives: at the highest dose activity change, negative = inhibition, most hits filed as inhibitors; actives 0.2% (n = 360,000);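 note: potency is the fitted concentration of half-maximal effect; 0% = vehicle wells and -100% = peptide control; nearly all actives have a fitted effect of over 45% in size; some results filed as inactive show a strong effect at the top dose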
#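 AMA1 (3D7) with his tag at 25 nM final met compounds first, then biotinylated RON2 peptide at 25 nM; detection used donor plus acceptor beads, 10 µg/mL apiece, read by AlphaScreen after 30 min at room temperature.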
# AmpC no deterg – AmpC beta-lactamase inhibition without detergent; P00811; actives 0.52% (n = 330,000); AmpC nitrocefin hydrolysis, absorbance 480 nm, 0.0001% Triton; Potency, µM (doses to about 57.1 µM), without a hit: top-dose activity change, negative = inhibition, most hits filed as inhibitors;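 note: potency is the fitted concentration of half-maximal effect; plate controls were no compound for no effect and no enzyme for full effect; nearly all actives have a fitted effect of over 20% in size; some results filed as inactive show a strong effect at the top dose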
#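 20 mM phosphate pH 7.0 + 0.01% (detergent screen) or 0.0001% Triton X-100; 5.3 nM AmpC reagent; cpd preinc 15 min RT; nitrocefin (800 uM stock) to start; A480 q20 s × 4 min; Activity was normalised to no-enzyme and no-compound control wells.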
# CHX counter – affects cycloheximide protein synthesis inhibition readout, counter-screen. max response, %. cell reporter, cycloheximide protein synthesis inhibition counterscreen. actives 12% (n = 300,000). AID 2314; in the data active = max response mostly above about 13%, no sharp cut-off; inactive = mostly below about 14%; note: read at 38.3 µM for the half of the compounds with a filed dose; 0% is about no effect
# Giardia FBPA inh – blocks Giardia fructose-bisphosphate aldolase activity. Potency, µM (doses to about 59.6 µM), without a hit: at the highest dose activity, negative = inhibition, hits mostly inhibitors. actives 0.71% (n = 290,000). purified Giardia FBPA; note: potency is the fitted concentration of half-maximal effect; % is set by controls: 0 for no effect and ±100 for the full control effect; nearly all actives have a fitted effect of over 55% in size
# Target sequence (A8B2U2 whole entry, looked up): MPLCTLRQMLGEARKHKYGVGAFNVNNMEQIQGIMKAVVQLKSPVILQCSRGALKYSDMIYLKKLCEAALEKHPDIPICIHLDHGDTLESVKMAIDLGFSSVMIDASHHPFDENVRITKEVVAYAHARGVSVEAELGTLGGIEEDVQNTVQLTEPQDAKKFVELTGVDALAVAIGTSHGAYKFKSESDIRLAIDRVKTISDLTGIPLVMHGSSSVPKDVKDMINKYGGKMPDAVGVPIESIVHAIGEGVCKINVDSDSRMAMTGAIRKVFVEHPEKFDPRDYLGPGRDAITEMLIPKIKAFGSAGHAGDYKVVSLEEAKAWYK
#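 Giardia FBPA (40 nM reagent) was preincubated 10 min at RT with compound (up to 57.5 uM final), then substrate plus GAPDH/TPI/NAD/arsenate coupling system with diaphorase/resazurin was added; resorufin fluorescence (525/598 nm) was read after 20 min.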
# HCMV inh – inhibitors of human cytomegalovirus | HFF cells, HCMV-luciferase reporter, 72 h; stronger effect = lower value | activity change, negative = inhibition, % at 57.5 µM | actives 4.5% (n = 410,000) | AID 1259415; in the data active = activity change below about -60%; inconclusive = no clear call, values can overlap the other calls; inactive = above about -39%; note: % is set by controls: 0 for no effect and ±100 for the full control effect
#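 Steps: HFFs plated, 16 h 37C; compounds added; HCMV-luciferase added to MOI 1 PFU/cell; 72 h 37C; OneGlo reagent, 5 min room temperature; luminescence read, normalized to controls.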
# * marks the source's active call; other numbers are inactive results; ? = inconclusive; nt = no result given; + = active, no number; [ ] = another dose, or the depositor's remark. Unless noted, calls come from the whole dose curve; as a rule, active = well fitted curve in the direction sought with a large enough effect; inconclusive = small, poorly fitted or top-dose-only effect, or another doubt; inactive = no such curve, though single readings can be large; an effect the other way counts as inactive or inconclusive.
SMILES | Giardia FBPA inh | AmpC no deterg | Shiga inhibitor | AmpC inh detg | AMA1-RON2 inh | CHX counter | HCMV inh
CCCS(=O)(=O)N1CCCC(C(=O)N2CCOCC2)C1 (stereo unspecified) | 2% | -6% | -4 | -5% | 2% | -3 | 19
COc1ccc(C(=O)N/C(=C\c2cn(C)c3ccccc23)C(=O)OCC(C)C)cc1 | 4% | -17% | 12 | -14% | 10% | 14 | 47
CCOC(=O)C1(C/C(C)=N/NC(N)=O)CC(C)OC1=O (stereo unspecified) | 1% | -9% | -6 | 7% | 19% | 4 | -13
O=C1CC(N2CCN(C3CC(=O)N(CCc4ccccc4)C3=O)CC2)C(=O)N1CCc1ccccc1 (stereo unspecified) | 3% | 146%[activator] | 22 | -7% | -2% | -4 | -40
CCOc1ccccc1N1CCN(C(=O)CCNS(=O)(=O)c2ccccc2F)CC1 | nt | 44% | nt | -19% | -11% | nt | -28
Cn1cnnc1SCC(=O)NCCC(c1ccccc1)c1ccccc1 | 0% | -3% | -12 | -1% | 9% | -1 | -14
CCOCCCNC(=O)C1CCN(c2cc(C)nc3c(-c4ccc(OC)c(OC)c4)c(C)nn23)CC1 | 3% | 52% | -11 | ? | -8% | -1 | -6
Cc1cc(Cl)ccc1NC(=O)CCN1C(=O)C2CCCCC2C1=O (stereo unspecified) | nt | -20% | nt | -3% | 0% | nt | 2
COCc1cc([C@@H]2C[C@H]3CN(c4ccccc4)C(=O)[C@]34CCCN24)ccc1OC | -27% | 35% | 3 | 0% | 10% | 2 | -94*
CCCNC(=O)CSc1nnc(-c2ccco2)n1C | 10% | -21% | -3 | -8% | -7% | -1 | 21
Clc1ncnc2c1oc1ccccc12 | 2% | 0.28µM* | + | 1% | 3% | 37* | 146
COC(=O)CCC(=O)Nc1ccc(N=Nc2ccccc2)cc1 | -6% | -7% | 64* | ? | -11% | 39* | -32
O=C(NC1CCCC1)c1ccc2c(c1)N(Cc1ccccc1)CCS2 | -11% | -41% | -5 | -13% | -3% | -1 | -8
Cn1c(SCC(=O)c2ccc(F)cc2)nnc1-c1ccccc1N | 12% | -14% | 123* | -8% | -7% | 47* | -1
CCOC(=O)Nc1ccc2c(CN3CCN(S(=O)(=O)c4ccccc4)CC3)cc(=O)oc2c1 | -5% | -25% | -8 | 8% | 4% | 0 | 3
Cc1cc(C)n(CC(=O)N2CCCC(N3CCN(c4cccc(C(F)(F)F)c4)CC3)C2)n1 (stereo unspecified) | nt | 172%[activator] | -25 | 1% | 10% | -1 | -26
CCOC(=O)c1sc(NC(=O)CSc2nnnn2-c2ccc(C)c(C)c2)nc1C | 5% | -21% | -26 | -10% | 2% | 1 | -7
CC(CNC(=O)C1CCCN(S(=O)(=O)N2CCOCC2)C1)c1ccccc1 (stereo unspecified) | nt | 13% | -3 | -7% | 9% | -2 | -22
CN1C(=O)N(C)C(=O)C2(Cc3c(ccc4ccccc34)N(C)C2)C1=O | ? | 21% | -4 | -7% | -6% | 7 | 115
Cc1cccc(OCc2nnc(SCC(=O)N(C(C)C)C(C)C)n2Cc2ccco2)c1C | 1% | 121%[activator] | -13 | ? | -3% | 1 | -12
COc1ccccc1NS(=O)(=O)c1cc2c(cc1C)NC(=O)CO2 | -8% | -24% | 1 | ? | -7% | -1 | -3
CCCOc1cc(C)nc(-c2ccccc2O)n1 | 5% | -31% | 79 | 4% | 38%[activator] | 9 | -65*
Cc1cc(C=O)c(C)n1-c1ccc2c(c1)OCO2 | -13% | -7% | -3 | 0% | -11% | 1 | 11
Cc1nc2cc(NC(=O)CCS(=O)(=O)c3ccccc3)ccc2s1 | -2% | -12% | 58* | ? | 0% | 37* | 46
CCc1ccc(N2CC(C(=O)NC3=NCCS3)CC2=O)cc1 (stereo unspecified) | -18% | -23% | -7 | ? | -12% | -3 | 39
O=C(NNc1ccc([N+](=O)[O-])cc1)C1CC1c1ccccc1 (stereo unspecified) | -6% | -38% | -1 | -12% | 1% | -1 | ?
COc1ccc(S(=O)(=O)Nc2cccc(S(=O)(=O)N3CCCCCC3)c2)cc1 | 3% | -30% | -10 | -11% | -4%[11.6 µM] | -3 | 6
CC(=O)Nc1nc2cccc([N+](=O)[O-])c2s1 | -5% | -21% | 22 | 2% | 8% | 4 | -19
CCCC(=O)N1c2ccccc2C(=C2SC(C(=O)OC)=C(C(=O)OC)S2)C(=S)C1(C)C | -4% | -10% | 5 | -4% | ? | -1 | 24
CC(C)OCCCNC(=S)N1CCC(C(=O)c2ccc(Cl)cc2)CC1 | 14% | 91%[activator] | 25 | 6% | -5% | 4 | -21

# Random excerpt: four compounds from above.
SMILES | Giardia FBPA inh | AmpC no deterg | Shiga inhibitor | AmpC inh detg | AMA1-RON2 inh | CHX counter | HCMV inh
CCc1ccc(N2CC(C(=O)NC3=NCCS3)CC2=O)cc1 (stereo unspecified) | -18% | -23% | -7 | ? | -12% | -3 | 39
O=C(NC1CCCC1)c1ccc2c(c1)N(Cc1ccccc1)CCS2 | -11% | -41% | -5 | -13% | -3% | -1 | -8
CCOC(=O)c1sc(NC(=O)CSc2nnnn2-c2ccc(C)c(C)c2)nc1C | 5% | -21% | -26 | -10% | 2% | 1 | -7
Cn1c(SCC(=O)c2ccc(F)cc2)nnc1-c1ccccc1N | 12% | -14% | 123* | -8% | -7% | 47* | -1

# The listing picks up, starting seven compounds before the break.
SMILES | Giardia FBPA inh | AmpC no deterg | Shiga inhibitor | AmpC inh detg | AMA1-RON2 inh | CHX counter | HCMV inh
Cc1nc2cc(NC(=O)CCS(=O)(=O)c3ccccc3)ccc2s1 | -2% | -12% | 58* | ? | 0% | 37* | 46
CCc1ccc(N2CC(C(=O)NC3=NCCS3)CC2=O)cc1 (stereo unspecified) | -18% | -23% | -7 | ? | -12% | -3 | 39
O=C(NNc1ccc([N+](=O)[O-])cc1)C1CC1c1ccccc1 (stereo unspecified) | -6% | -38% | -1 | -12% | 1% | -1 | ?
COc1ccc(S(=O)(=O)Nc2cccc(S(=O)(=O)N3CCCCCC3)c2)cc1 | 3% | -30% | -10 | -11% | -4%[11.6 µM] | -3 | 6
CC(=O)Nc1nc2cccc([N+](=O)[O-])c2s1 | -5% | -21% | 22 | 2% | 8% | 4 | -19
CCCC(=O)N1c2ccccc2C(=C2SC(C(=O)OC)=C(C(=O)OC)S2)C(=S)C1(C)C | -4% | -10% | 5 | -4% | ? | -1 | 24
CC(C)OCCCNC(=S)N1CCC(C(=O)c2ccc(Cl)cc2)CC1 | 14% | 91%[activator] | 25 | 6% | -5% | 4 | -21
O=C(O)c1cc(-c2cccnc2)nn1-c1ccccn1 | 6% | -4% | 17 | -16% | -6% | -3 | 38
COC(=O)[C@]1(C)N[C@H](CN(C)C(C)=O)[C@@H]2C(=O)N(C)C(=O)[C@@H]21 | nt | -13% | nt | nt | -2% | nt | -14
COC(=O)c1ccc2c(c1)N(Cc1ccccc1F)C(=O)c1ccccc1S2=O (stereo unspecified) | 14% | 6% | -5 | -10% | 0% | 6 | ?
CN(CCCNC(=O)CSc1cc(=O)n(C)c2ccc(Cl)cc12)Cc1ccccc1 | 5% | 114%[activator] | 3 | -10% | 4% | -1 | 215
CCOC(=O)N1CC=C2C(C#N)=C(N)C(C#N)(C#N)[C@H](c3ccc(OCC)c(OCC)c3)[C@H]2C1 | -18% | -9% | 23 | 4% | -5% | 1 | 19
Cc1cccc(NC(=O)c2ccc(Cl)nc2)n1 | -2% | 1% | 23 | 3% | 13% | 15 | 124
CC(C)(C)OC(=O)[C@H](Cc1ccccc1)NC(=O)c1nc[nH]c1C(=O)NC1CCN(C(=O)OC(C)(C)C)CC1 | ? | 185%[activator] | -14 | 1% | 101%[activator] | 4 | 44
COc1cccc(OCCNC(=O)c2cc([N+](=O)[O-])cc([N+](=O)[O-])c2)c1 | -9% | -41% | -11 | -6% | 7% | 6 | 72
Cc1cc(Oc2ccccc2)nc(SCC(N)=O)n1 | 1% | -9% | -14 | -2% | 0% | -1 | -6
Cc1cc(NC(=O)Nc2cccc([N+](=O)[O-])c2)no1 | -1% | -35% | 18 | ? | -2% | 17 | ?
O=c1sc2ccccc2c(N2CCOCC2)c1[N+](=O)[O-] | 3% | -15% | 7 | -3% | 6% | -1 | 7
CC(=O)c1cccc(S(=O)(=O)N(Cc2cc3cc4c(cc3[nH]c2=O)OCCO4)CC2CCCO2)c1 (stereo unspecified) | -22% | -1% | -7 | -13% | -17% | -2 | -4
COc1cc(/C=N/Nc2ccccc2[N+](=O)[O-])ccc1OC(=O)c1ccccc1F | 2% | -10% | 45* | -5% | -22% | 31* | 164
O=C(CNCc1ccccc1Cl)Nc1cc(S(=O)(=O)N2CCOCC2)ccc1Cl | nt | 39% | nt | nt | -3% | nt | 3
CN(c1cccc(NS(=O)(=O)c2cccc([N+](=O)[O-])c2)c1)S(C)(=O)=O | 4% | -40% | -4 | -4% | 20% | 6 | ?
CCS(=O)(=O)N1CCC(C(=O)NCc2cccnc2)CC1 | 4% | -36% | -4 | -12% | 2% | 5 | ?
CCN(CC)Cc1c(O)ccc2c(=O)c(-c3ccccc3)coc12 | 3% | -25% | nt | -7% | 25% | 31* | -9
CCn1c(SCc2cccc(C(F)(F)F)c2)nnc1-c1ccco1 | 6% | 5% | 8 | -1% | 11% | 1 | -17
Cc1nc(Cl)sc1C(=O)O | 23% | -19% | 46 | 1% | 3% | 1 | 1
CC1(C)CC(=O)c2c(Cc3ccccc3)noc2C1 | 6% | -1% | 32 | 4% | -19% | 13 | ?
CCC(C)NC(=O)c1cc(-c2ccccc2O)on1 (stereo unspecified) | -3% | -15% | 84* | 6% | -3% | 52* | 41
Cc1ccc(NC(=O)CSCc2cc(=O)n3ccsc3n2)cc1 | -7% | -18% | -8 | -11% | 27% | 3 | nt
O=C(COC(=O)C1(c2ccc(Cl)cc2)CCCC1)Nc1ncc(C(F)(F)F)cc1Cl | 5% | -36% | -8 | -2% | 27% | -7 | 5
O=C(c1cc(COc2c(F)cccc2F)on1)N1CCC(c2ccccc2F)C1 (stereo unspecified) | 0% | -7% | 90* | 6% | -16% | 36* | -1
O=C(Nc1nccs1)c1cc(S(=O)(=O)N2CCCCC2)ccc1Cl | -4% | -30% | -12 | -9% | 8% | 5 | 41
Cc1ccc(-n2nc(C)c(/C=N/NC(=O)c3cccnc3)c2Cl)cc1 | 2% | -15% | 13 | 4% | -10% | -2 | -27
CCOc1ccc(N(CC)S(=O)(=O)c2cccc3nsnc23)cc1 | 4% | -9% | -2 | -7% | -1% | -1 | -17
